STEP inh: STEP phosphatase inhibitors, primary screen, biochemical, fluorescence intensity, uHTS; Tyrosine-protein phosphatase non-receptor type 5 (Homo sapiens), P54829; recombinant STEP, OMFP fluorogenic substrate; inhibition, % at 20 µM; actives 0.25% (n = 360,000);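 active means inhibition at 20 µM, scaled per plate between control wells, above about 37%, limit read from the data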;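 further: 0% = DMSO with enzyme and substrate and 100% = substrate only without enzyme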
Target sequence (P54829 whole entry, looked up): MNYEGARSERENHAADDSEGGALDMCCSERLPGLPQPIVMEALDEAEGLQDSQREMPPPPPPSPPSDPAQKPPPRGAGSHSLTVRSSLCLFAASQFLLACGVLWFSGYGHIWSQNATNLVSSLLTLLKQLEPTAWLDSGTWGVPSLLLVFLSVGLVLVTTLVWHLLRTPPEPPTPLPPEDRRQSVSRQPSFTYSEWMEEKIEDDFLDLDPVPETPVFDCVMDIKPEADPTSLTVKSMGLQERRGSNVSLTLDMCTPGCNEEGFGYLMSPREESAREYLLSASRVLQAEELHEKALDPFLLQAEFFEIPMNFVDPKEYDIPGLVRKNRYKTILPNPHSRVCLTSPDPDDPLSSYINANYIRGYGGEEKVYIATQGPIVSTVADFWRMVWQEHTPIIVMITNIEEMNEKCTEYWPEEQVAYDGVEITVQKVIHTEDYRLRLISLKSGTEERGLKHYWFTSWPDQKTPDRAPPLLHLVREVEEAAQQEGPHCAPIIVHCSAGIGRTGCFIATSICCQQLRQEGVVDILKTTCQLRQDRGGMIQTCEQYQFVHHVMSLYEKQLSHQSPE
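Material: STEP (striatal-enriched tyrosine phosphatase) enzyme, cell-free; Compound dosing: 20 µM single dose in 1% DMSO; Technique: fluorescence read at 480 nm ex / 540 nm em; Times: reaction 20 min, ambient temperature; Medium: 50 mM Bis-Tris pH 6.0 with 2.5 mM DTT and 0.005% Tween 20; Also added: OMFP at 25 µM.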
MsrA act: bovine MsrA enzyme activators, primary screen, biochemical, absorbance, HTS | Methionine sulfoxide reductase A (Bos taurus) | AID 602163, 2012 | actives 0.3% (n = 360,000) | purified bovine MsrA, absorbance read-out | activation, % at 10.6 µM; in the data active means activation above about 7.5%;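 further: 0% = vehicle and 100% = reference activator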
CendR NRP1 mod: modulators of CendR peptide binding to NRP-1, primary screen, biochemical, fluorescence polarization, uHTS; FAM-RPARPAR peptide binding to NRP-1; inhibition, % at 25 µM; actives 0.85% (n = 360,000); AID 602438, 2012;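 active means inhibition or corrected inhibition above about 18%, plus a signal ratio from 0.5 to 1.5, limit read from the data, passing the limit was not always enough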; further: strong numbers were not always called active
DNMT1 block: human DNMT1 methyltransferase inhibitors, primary screen, biochemical, molecular beacon, fluorescence, HinP1I cleavage, uHTS; inhibition (reported as % activation of signal), % at 10 µM; actives 0.83% (n = 360,000); AID 588458, 2011; in the data active means inhibition above about 50%
Tb MetRS inh: T. brucei MetRS inhibitors, primary screen, biochemical, luminescence. methionyl-tRNA synthetase (Trypanosoma brucei brucei). inhibition, % at 11.9 µM. AID 624268, 2012. purified T. brucei MetRS, ATP depletion, Kinase-Glo luminescence. actives 0.4% (n = 360,000);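 active means inhibition above a per-plate cutoff of the control wells' mean inhibition plus 3 SD, cut at about 5.5% in these data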;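 further: 0% = DMSO wells median and 100% = median of wells with control inhibitor compound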
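Material: T. brucei methionyl-tRNA synthetase, purified; reagent: substrates ATP, L-methionine and bulk Escherichia coli tRNA; dosing: 11.9 µM single point; timing: 15 min plus 2 h at 25 °C; detection: luminescence of leftover ATP; evaluation: % inhibition; control set: DMSO-only wells as low control; replicates: singlicate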
LMPTP inh: LMPTP phosphatase inhibitors, primary screen, biochemical, fluorescence intensity, uHTS; inhibition, % at 20 µM; Low molecular weight phosphotyrosine protein phosphatase (Homo sapiens), P24666; recombinant LMPTP-A, OMFP fluorogenic substrate; actives 0.22% (n = 360,000);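 active means compounds that cut the enzyme signal by at least half of the control window in the single-dose screen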;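 further: plate controls were DMSO wells with enzyme plus substrate for no effect and substrate without enzyme for full effect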
Target sequence (P24666 whole entry, looked up): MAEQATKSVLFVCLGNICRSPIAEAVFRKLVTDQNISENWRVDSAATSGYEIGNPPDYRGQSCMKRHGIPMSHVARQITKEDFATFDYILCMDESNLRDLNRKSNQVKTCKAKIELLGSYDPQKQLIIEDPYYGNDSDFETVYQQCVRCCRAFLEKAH
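Assay system: LMPTP-A, protein tyrosine phosphatase of low molecular weight / Medium: pH 6.0 Bis-Tris buffer with DTT and Triton X-100 / Schedule: 50 min enzyme reaction at room temperature, protected from light / Measured by: endpoint fluorescence intensity from OMFP dephosphorylation / Read-out basis: % inhibition relative to no-enzyme and uninhibited control wells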
Scp-1 inhibitor: Scp-1 phosphatase inhibitors, primary screen, biochemical, colorimetric, uHTS; actives 0.88% (n = 340,000); Recombinant Scp1, phosphopeptide, malachite green phosphate absorbance; inhibition, % at 20 µM;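 active means inhibition above about 50% at 20 µM, limit read from the data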;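 further: plate controls were DMSO wells with enzyme for no effect and wells lacking enzyme for full effect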
Target sequence (Q9GZU7 76-261 limits assumed): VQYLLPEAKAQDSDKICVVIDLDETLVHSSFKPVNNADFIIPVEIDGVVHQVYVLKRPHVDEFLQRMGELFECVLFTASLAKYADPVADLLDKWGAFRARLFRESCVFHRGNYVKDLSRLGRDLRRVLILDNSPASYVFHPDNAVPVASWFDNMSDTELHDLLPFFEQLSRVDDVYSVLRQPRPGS
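System: truncated SCP-1 phosphatase (76-261aa); medium: Tris acetate buffer pH 5.5 with MgCl2 and Tween-20; incubation: 45 min room-temperature reaction, 5 min colour, 30 min stabiliser; compound: single 20 µM dose, 1% DMSO; reagent: Phosphorylated 17-residue peptide substrate; read-out: % inhibition at 20 µM; technique: colorimetric free-phosphate detection, absorbance 630 nm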
SUMO1 PPI mod: modulators of SUMO1 protein-protein interactions, primary screen, biochemical, uHTS; Small ubiquitin-related modifier 1 (Homo sapiens), P63165; SUMO1 binding to a labelled peptide, TR-FRET, 1 h; inhibition, % at 20 µM; actives 0.33% (n = 360,000); in the data active means inhibition above about 37%
eLon inh: inhibitors of E. coli Lon protease, primary screen, biochemical, fluorescence polarization; purified E. coli Lon protease; inhibition, % at 7.94 µM; actives 0.42% (n = 360,000); AID 602123, 2011; in the data active means inhibition above about 13%, passing the limit was not always enough;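 further: 0% = enzyme with probe and DMSO and 100% = no enzyme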
MsrA inh: bovine MsrA enzyme inhibitors, primary screen, biochemical, absorbance, HTS; Methionine sulfoxide reductase A (Bos taurus); purified bovine MsrA, absorbance read-out; inhibition, % at 15.5 µM; actives 0.75% (n = 360,000); in the data active means inhibition above about 4.5%;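 further: 0% = vehicle wells with enzyme and 100% = reference inhibitor wells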
An asterisk follows results filed as active.

Start of the data: the first seven entries (preview)
nr	structure	STEP inh	MsrA act	CendR NRP1 mod	DNMT1 block	Tb MetRS inh
1	Nc1c(C(=O)NCc2ccccc2)nnn1Cc1ccc(F)cc1	4	-1	-3	50*	-0.7
2	Cc1ccc(S(=O)(=O)N2CCN(C(=O)c3cc4c(s3)CCC(C)C4)CC2)cc1 (stereo not drawn)	3	-2	9	2	-0.3
3	Cc1cccc(-n2c(SCc3ccc(C#N)cc3)nnc2-c2c[nH]c3ccccc23)c1	4	-2	10	-12	1.0
4	c1ccc(-c2nc(-c3ccccn3)no2)cc1	0	-11	7	2	-4.5
5	CC(C)(C)C(=O)Nc1ccc(S(=O)(=O)N2CCCC2)cc1	0	-2	6	0	-1.2
6	Cn1c2ccccc2c2c(C(=O)N3CCN(C(=O)c4ccco4)CC3)cn(C3CCCCC3)c(=O)c21	4	0	14	1	0.1
7	CCCCC1OC2(C)OC(=N)C1(C#N)C(C#N)(C#N)C2c1ccccc1 (stereo not drawn)	-10	-11	-14	-6	-1.6

nr	LMPTP inh	Scp-1 inhibitor	SUMO1 PPI mod	eLon inh	MsrA inh
1	0.6	-16	4	-5	0.0
2	2.5	-2	-2	-2	0.6
3	2.5	14	0	0	0.1
4	-2.2	-1	0	1	0.4
5	0.4	-14	3	-6	1.4
6	0.6	-3	-2	5	1.2
7	-1.2	0	3	29*	-0.1

The listing, from the start:
nr	structure	STEP inh	MsrA act	CendR NRP1 mod	DNMT1 block	Tb MetRS inh
1	Nc1c(C(=O)NCc2ccccc2)nnn1Cc1ccc(F)cc1	4	-1	-3	50*	-0.7
2	Cc1ccc(S(=O)(=O)N2CCN(C(=O)c3cc4c(s3)CCC(C)C4)CC2)cc1 (stereo not drawn)	3	-2	9	2	-0.3
3	Cc1cccc(-n2c(SCc3ccc(C#N)cc3)nnc2-c2c[nH]c3ccccc23)c1	4	-2	10	-12	1.0
4	c1ccc(-c2nc(-c3ccccn3)no2)cc1	0	-11	7	2	-4.5
5	CC(C)(C)C(=O)Nc1ccc(S(=O)(=O)N2CCCC2)cc1	0	-2	6	0	-1.2
6	Cn1c2ccccc2c2c(C(=O)N3CCN(C(=O)c4ccco4)CC3)cn(C3CCCCC3)c(=O)c21	4	0	14	1	0.1
7	CCCCC1OC2(C)OC(=N)C1(C#N)C(C#N)(C#N)C2c1ccccc1 (stereo not drawn)	-10	-11	-14	-6	-1.6
8	COc1ccc2nc(C(F)(F)Cl)c(C#N)c(N)c2c1	-3	-4	-9	0	-0.2
9	Cc1cccc(N2CCN(C(=O)c3cc4ccccc4oc3=O)CC2)c1C	-2	-5	4	4	-1.4
10	CC(C(=O)O)N(C(=O)c1ccccc1)c1ccc(F)cc1 (stereo not drawn)	0	-2	0	1	0.2
11	COc1ccc(CCNC(=O)Cn2c(-c3nonc3N)nc3ccccc32)cc1OC	-1	-4	-15	1	0.1
12	c1ccc2nc(NN=C3CCCCC3)ccc2c1	-1	-12	-9	-2	-0.7

nr	LMPTP inh	Scp-1 inhibitor	SUMO1 PPI mod	eLon inh	MsrA inh
1	0.6	-16	4	-5	0.0
2	2.5	-2	-2	-2	0.6
3	2.5	14	0	0	0.1
4	-2.2	-1	0	1	0.4
5	0.4	-14	3	-6	1.4
6	0.6	-3	-2	5	1.2
7	-1.2	0	3	29*	-0.1
8	2.7	-5	3	1	-0.1
9	-0.4	-1	-4	-8	0.3
10	-0.1	-5	3	-1	1.4
11	0.5	-7	11	-6	2.1
12	0.5	7	0	-14	1.5

Next section.
nr	structure	STEP inh	MsrA act	CendR NRP1 mod	DNMT1 block	Tb MetRS inh
13	O=C(Nc1cccc2ncccc12)c1ccc(-c2ccc(Br)cc2)o1	2	-1	-17	-13	0.7
14	CC(C)(C)c1ccc(C(=O)NC(=S)NNC(=O)COc2ccccc2)cc1	4	8	-10	0	-0.3
15	COCCOC(=O)c1c(NC(=O)CNC2CCCc3ccccc32)sc(C(N)=O)c1C (stereo not drawn)	5	-6	-14	29	0.0
16	NC(=O)c1ccc2nc(NC(=O)c3ccc(N)cc3)sc2c1	1	-4	-12	-1	0.7
17	COc1cc(C2=NOC(C(=O)N3CCOCC3)C2)cc(OC)c1OC (stereo not drawn)	-1	-3	2	-3	-0.2
18	CCN(C(=O)COC(=O)Cn1c(=O)oc2ccccc21)c1c(N)n(Cc2ccccc2)c(=O)[nH]c1=O	-5	-1	-5	3	-0.1
19	CC(Sc1nc(-c2ccccc2)cc(C(F)(F)F)n1)C(=O)NCCN1CCOCC1 (stereo not drawn)	-2	1	11	-2	-0.2
20	CC(=O)NC(=O)c1ccc(-c2ccc(Cl)cc2)o1	0	-5	2	3	-0.3
21	O=C1/C(=C/c2cccs2)SC(=S)N1CCC(=O)N1CCCCC1CCO (stereo not drawn)	0	-3	2	-1	0.1
22	Cc1ccc(-n2nnnc2-c2cccc(C)c2)cc1	3	4	-10	0	0.0
23	Cc1cccc(C)c1OCC(=O)NCc1ccccc1	-1	-4	3	2	-0.7
24	CC(C)(C)OC(=O)N1CCC(NC(=O)c2[nH]cnc2C(=O)Nc2ccc(Cl)cc2)CC1	-6	-13	2	-7	-0.6

nr	LMPTP inh	Scp-1 inhibitor	SUMO1 PPI mod	eLon inh	MsrA inh
13	8.7	1	-5	-6	-0.1
14	1.7	-8	4	-7	-0.5
15	0.8	4	-2	-7	-0.3
16	1.5	-8	9	-9	6.3*
17	-1.9	-13	-5	-7	-0.3
18	-1.3	-6	8	2	-0.5
19	-3.6	-1	4	-8	0.8
20	-1.4	-1	-12	0	1.7
21	2.2	-1	-25	-14	0.2
22	-1.2	-5	6	-1	0.2
23	-3.5	-5	0	0	-0.7
24	0.8	5	6	4	-0.3

Next part
nr	structure	STEP inh	MsrA act	CendR NRP1 mod	DNMT1 block	Tb MetRS inh
25	O=C(O)CCC(=NNC(=O)c1cccc(S(=O)(=O)N2CCCCC2)c1)c1ccccc1	2	-6	10	4	-0.2
26	CC(c1ccccc1)N1C(=O)c2ccc(C(=O)Nc3ccccc3C(=O)O)cc2C1=O (stereo not drawn)	1	-6	-34	1	1.0
27	C=CCC1(CC=C)CCCN1C(=O)c1cc(COc2ccc(-n3cncn3)cc2)on1	0	-5	7	1	-0.4
28	CCOc1ccc(-c2cc(CCCC(=O)Nc3cccc(OC)c3)no2)cc1	0	-4	4	-10	-0.5
29	Cc1cccc(/C=N/NC(=O)c2ccc(Br)cc2)c1	23	-4	-5	0	0.8
30	O=C(Oc1ccc(=O)n(-c2ccccc2)n1)c1ccc(F)cc1	-2	-2	-14	1	-0.6
31	COc1ccc(NC(=O)CSc2nc3sc4c(c3c(=O)n2-c2ccc(OC)cc2)CCN(C)C4)cc1	13	-1	-18	-12	-0.2
32	COc1cc(S(=O)(=O)n2ccnc2)ccc1Br	-2	-3	-2	-2	-0.2
33	CCN(C(=O)C1CC1)C1CCS(=O)(=O)C1 (stereo not drawn)	0	-6	3	-2	-0.5
34	COc1ccc(-n2[nH]c(C)cc2=O)cc1	1	2	9	-24	0.5
35	CN(C(=O)c1cccc(NC(=O)Cc2ccc(NC(=O)C3CCCN(C(=O)C4CCCC4)C3)cc2)c1)C1CCC1 (stereo not drawn)	-4	-2	-11	4	-1.2
36	O=C(NC1CCCCC1)c1cc([N+](=O)[O-])ccc1N1CCCCC1	0	0	15	10	-0.4

nr	LMPTP inh	Scp-1 inhibitor	SUMO1 PPI mod	eLon inh	MsrA inh
25	-0.9	-8	0	-4	1.4
26	1.2	-8	1	12	2.0
27	0.4	-5	-1	-11	-0.5
28	0.8	2	-2	-5	-1.3
29	-2.2	13	-4	-3	-0.2
30	-0.2	-5	1	4	0.9
31	17	7	-10	-15	3.0
32	-1.4	-6	0	2	-0.9
33	-1.0	-1	8	-20	0.6
34	0.2	-12	2	7	-1.0
35	0.7	0	2	-1	-0.2
36	0.0	-2	-21	-3	0.3

Next section.
nr	structure	STEP inh	MsrA act	CendR NRP1 mod	DNMT1 block	Tb MetRS inh
37	CCOC(=O)c1cc(-c2ccc3c(c2)OCCO3)nc2c1c(C)nn2CCC#N	2	0	-13	-6	-0.6
38	O=C(N/N=C/c1ccc([N+](=O)[O-])cc1)c1ccc(NS(=O)(=O)c2cccs2)cc1	-2	-4	4	-1	-0.2
39	O=C(c1cc(-c2cccs2)nc2ccccc12)N1CCN(S(=O)(=O)c2ccccc2)CC1	3	-7	-9	-8	-0.8
40	O=c1c2ccccc2nc2c3ccccc3c3nncn3n12	-3	1	-19	10	0.3

nr	LMPTP inh	Scp-1 inhibitor	SUMO1 PPI mod	eLon inh	MsrA inh
37	4.1	-9	-1	-5	2.6
38	1.7	-2	-18	4	5.4*
39	1.5	0	4	-5	4.2
40	1.9	-7	24	1	0.4
